# Screens (PubChem)
# GLP1R cytotox: cytotoxicity counter-screen for GLP-1 receptor inverse agonists; HEK293 cAMP-luciferase reporter cells, luminescence, 24 h; AID 624418; 410,000 compounds, 0.13% hits; Potency, µM (series often up to 38.3 µM), inactives show top-dose activity change, negative = inhibition, usual class: inhibitors;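 note: loss of luciferase light is scored as toxicity; % is set by controls: 0 for no effect and ±100 for the full control effect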
#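 Here, cytotoxicity is scored as loss of luminescence. The MLSMR collection was tested on cells seeded in medium containing 10% Nu serum, with a 24 hr compound exposure preceded by 12 hours of culture.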
# HT1080-NT tox: kills 2HG-producing HT-1080-NT fibrosarcoma cells | HT-1080-NT fibrosarcoma viability, CellTiter-Glo ATP luminescence, 48 h | Potency, µM (series often up to 46.1 µM), for inactives: top-dose activity, negative = less viability, usual class: cytotoxic | 360,000 compounds, 1.6% hits | AID 686970;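 note: NT is the 2HG producing partner of a matched IDH1 knockdown line; 0% = DMSO-treated cells and -100% = media-only wells without cells; nearly all actives have a fitted effect of over 55% in size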
#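 Toxicity toward the 2HG-producing NT line was scored as %Activity, normalised to DMSO and no-cell wells, from CellTiter-Glo luminescence after 48 hours' treatment.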
# HT1080 IDH1KD tx: kills HT-1080 cells with IDH1 knockdown. HT-1080 IDH1 knockdown viability, ATP luminescence, 48 h. Potency, µM (titrated, usually from 46.1 µM), without a hit: at the top dose activity, negative = toxicity, actives largely listed as cytotoxic. 360,000 compounds, 2% hits. AID 686971;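 note: 0% = DMSO wells and -100% = cell-free medium wells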
#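 CellTiter-Glo luminescence after 48 h compound exposure at 37 degrees C of IDH1-knockdown HT-1080 cells in 5% FBS RPMI. %Activity scaled between DMSO wells and cell-free media wells, with curves fitted and assigned curve classes.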
# KB-3-1 cytotox: kills parental KB-3-1 adenocarcinoma cells; KB-3-1 viability, CellTiter-Glo ATP luminescence, 72 h; Potency, µM (highest dose often 46.1 µM), for inactives: top-dose activity change, negative = cytotoxic, most hits filed as cytotoxic; 400,000 compounds, 1.4% hits; AID 1347075; note: % is set by controls: 0 for no effect and ±100 for the full control effect; nearly all actives have a fitted effect of over 60% in size
#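 Parental KB-3-1 adenocarcinoma cells in phenol-red-free DMEM with 10% FBS were pin-treated with compounds at several concentrations, incubated 72 h at 37 °C, and viability read by CellTiter-Glo luminescence; concentration-effect curves were fitted after normalization.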
# GLP-1R inv ag: acts as inverse agonist at human GLP-1 receptor. P43220. HEK293 GLP-1R CRE-luciferase, luminescence, 24 h; GLP-1R form is constitutively active. Potency, µM (titrated, usually from 38.3 µM), inactives show at the top dose activity change, negative = inhibition, most hits filed as inhibitors. 410,000 compounds, 1.6% hits. AID 624417; note: % is set by controls: 0 for no effect and ±100 for the full control effect; nearly all actives have a fitted effect of over 55% in size
# Target sequence (P43220 whole entry, looked up): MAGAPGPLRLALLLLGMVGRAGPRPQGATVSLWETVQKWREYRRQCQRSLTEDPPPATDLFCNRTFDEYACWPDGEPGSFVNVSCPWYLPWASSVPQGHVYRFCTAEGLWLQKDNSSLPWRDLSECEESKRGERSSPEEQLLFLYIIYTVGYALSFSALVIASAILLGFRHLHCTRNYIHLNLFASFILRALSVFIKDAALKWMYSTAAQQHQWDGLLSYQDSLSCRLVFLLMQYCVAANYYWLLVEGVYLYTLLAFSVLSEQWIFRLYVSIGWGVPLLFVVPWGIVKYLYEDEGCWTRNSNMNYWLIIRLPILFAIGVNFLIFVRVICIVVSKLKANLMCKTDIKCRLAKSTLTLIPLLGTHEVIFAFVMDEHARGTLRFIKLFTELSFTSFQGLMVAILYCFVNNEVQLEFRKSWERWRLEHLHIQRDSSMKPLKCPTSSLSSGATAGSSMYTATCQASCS
#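 Readout was luciferase luminescence, measured 12 min after detection reagent at room temperature. Beforehand, GLP-1R reporter HEK293 cells had sat 12 h, then received compounds for 24 hr at 37 deg C.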
# SW480 rerep: inducers of DNA re-replication in SW480 colon cancer cells | AID 624297 | SW480 DNA re-replication, Hoechst DNA content imaging, 48 h | Potency, µM (top dose mostly 46.1 µM), inactives show top-dose re-replication activation, actives largely listed as activators | 340,000 compounds, 1.8% hits; note: % of control where 0% means no effect; nearly all actives have a fitted effect of over 55% in size
#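 250 cells/well; 23 nL cpd via pin tool; 48 hr, 37 C, 5% CO2; Hoechst 40 min; imager read of total nuclear intensity, ex 405/em 500-530 nm.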
# GLP-1R agonist: activates the human GLP-1 receptor | P43220 | 380,000 compounds, 0.007% hits | HEK293 GLP-1R CRE-luciferase, luminescence, 4-6 h; cells express a hypersensitive GLP-1R form | Potency, µM (series often up to 45.6 µM), without a hit: top-dose activation, actives largely listed as activators; note: % of control where 0% means no effect
# KB-V1 cytotox: KB-V1 MDR subline cytotoxicity | KB-V1 MDR cells viability, CellTiter-Glo, 72 h | Potency, µM (doses to about 46.1 µM), without a hit: at the highest dose activity change, negative = cytotoxicity, usual class: cytotoxic | 400,000 compounds, 3.4% hits; note: % is set by controls: 0 for no effect and ±100 for the full control effect; nearly all actives have a fitted effect of over 60% in size
#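 Cells of the MDR subline KB-V1 are plated, dosed with compound at multiple concentrations, and incubated 72 h at 37 degrees C; CellTiter-Glo is then added and luminescence read after 10 min.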
# TDP-43 yeast inh: TDP-43 toxicity inhibition in yeast. TDP-43 expressing yeast growth rescue, BacTiter-Glo, 24 h. Potency, µM (series often up to 46.1 µM), for the others: at the highest dose growth rescue (activation), usual class: activators. 410,000 compounds, 1.8% hits; note: % of control where 0% means no effect; nearly all actives have a fitted effect of over 50% in size
#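 Yeast cells expressing TDP-43 under galactose induction are exposed to compounds for 24 hr at 30 deg C. BacTiter-Glo luminescence measures growth, so protective compounds score as activators.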
# Numbers without * were called inactive; u = inconclusive; x = no result given; & = joins results of further samples; [ ] = remark or other dose. Calls come from the whole dose curve; as a rule, active = well fitted curve in the direction sought with a large enough effect; inconclusive = small, poorly fitted or top-dose-only effect, or another doubt; inactive = no such curve, though single readings can be large; an effect the other way counts as inactive or inconclusive. Potency is the fitted concentration of half-maximal effect. The order is random (roughly 9.4% active in at least one column).
SMILES,GLP1R cytotox,HT1080-NT tox,HT1080 IDH1KD tx,KB-3-1 cytotox,GLP-1R inv ag,SW480 rerep,GLP-1R agonist,KB-V1 cytotox,TDP-43 yeast inh
C=C1C(=O)C23CCC4C(C)(C(=O)OC)CCCC4(C)C2CCC1(O)C3 (stereo not drawn),u,9.2µM*,2.3µM*,u,u,1.2µM*,-24%,18µM*,u
Cc1ccnc(NC(=O)CCC(=O)N(CC(=O)NC(C)(C)C)C2CCCC2)c1,-17%,13%,10%,3%,-13%,-1%,0%,-6%,7%
CCc1nc2ccc(C(=O)NCCCn3ccnc3)cn2c1N(C)CCCc1ccccc1,-17%,u,u,0%,u,x,-5%,2%,8%
COc1ccc(OC)c(CC(NC(C)=O)C(=O)NC2CCN(c3nnnn3-c3ccccc3)CC2)c1 (stereo not drawn),-1%,u,2%,0%,28%,-14%,-7%,6%,13%
CCOC(=O)N1CCN(C(=O)CSc2nc(CC)nc3c2c(=O)n(C)c(=O)n3C)CC1,-17%,21%,13%,2%,u,u,1%,-10%,-12%
c1ccc2c(c1)[nH]c1c(N3CCOCC3)ncnc12,12%,-21%,-23%,3%,23%,27%,2%,u,-8%
CC1CC(C)CN(C(=O)COC(=O)CCC(=O)c2cccs2)C1 (stereo not drawn),-9%,-2%,1%,-2%,-17%,-5%,7%,-12%,-28%
CN(C)S(=O)(=O)c1ccc(N2CCCC2)c(C(=O)Nc2nc(-c3ccc(F)cc3)cs2)c1,1%,-3%,-18%,-1%,9%,u,0%,-11%,-38%[inhibitor]
CCCCOc1ccc(C(=O)N(Cc2ccccc2)C2CCS(=O)(=O)C2)cc1 (stereo not drawn),4%&-9%,4%,-3%,-7%,-26%&-3%,17%,-3%,7%,10%
Cc1ccc2c(c1)nnn2C1CCN(S(=O)(=O)c2ccc(C(=O)N(C)C)cc2)CC1,-7%,0%,-14%,u,3%,-11%,4%,9.2µM*,10%
Cc1ccc(-c2cc(C(=O)Nc3cccnc3)c3ccccc3n2)s1,30%,-1%,9%,u,u,-5%,-5%,u,20%
Cc1ccc(C(C(=O)NC2CCCCC2)N(C(=O)Cc2c[nH]c3ccccc23)c2ccccc2)o1 (stereo not drawn),-1%,u,-25%,18µM*,u,14%,0%,4.1µM*,-5%
CC(CN1CCCCC1)OC(=O)c1ccc(Cl)cc1 (stereo not drawn),-8%,8%,5%,-4%,-4%,-3%,1%,21%,-23%
O=C(NC(NC(=S)Nc1ccc(Cl)cc1Cl)C(Cl)(Cl)Cl)c1cccc([N+](=O)[O-])c1 (stereo not drawn),u,u,u,u,0%,21µM*,1%,u,-5%
CN1CCN(c2nc3c(c(=O)n(C)c(=O)n3C)n2CC(=O)C23CC4CC(CC(C4)C2)C3)CC1,-3%,2%,1%,0%,1%,-9%,6%,1%,-7%
FC(F)(F)c1ccccc1-n1c(CN2CCCCC2)n[nH]c1=S,2%,0%,12%,-10%,5%,-17%,6%,7%,-5%
CC1=CC(=NNS(=O)(=O)c2ccc([N+](=O)[O-])cc2)CC(C)(C)C1,-9%,-14%,-2%,1%,-17%,26%,1%,-10%,-13%
CNc1nc(NCCOC23CC4CC(CC(C4)C2)C3)nc(OCC(F)(F)F)n1,1%,-3%,-9%,0%,u,-3%,-8%,u,2%
COc1ccccc1C(C)NC(=O)Cc1ccsc1 (stereo not drawn),4%,-2%,6%,2%,-10%,7%,0%,-4%,-6%
c1ccc(C2COC(c3cccs3)=N2)cc1 (stereo not drawn),5%,13%,25%,13%,0%,3%,u,15%,-8%
CCN(C(=O)CSc1nnc(-c2ccccc2F)n1N)c1c(N)n(Cc2ccccc2)c(=O)[nH]c1=O,1%,4%,7%,5%,3%,-18%,-2%,5%,18%
COc1cc(C(=O)NCc2nnc(SCC(=O)c3ccccc3)o2)cc(OC)c1OC,8%,-6%,-19%,0%,-6%,u,3%,-2%,-13%
CCOCCCNC(=O)c1ccc(Br)cc1,1%,17%,19%,0%,15%,1%,12%,u,-17%
COc1ccc(NS(=O)(=O)c2cc(NC(=O)c3ccccc3F)ccc2N2CCCC2)cc1,-11%,-12%,0%,-4%,u,3%,14%,0%,-13%
O=C(CN1CCN(c2cccc(Cl)c2)CC1)Nc1ccc(S(=O)(=O)N2CCOCC2)cc1,-3%,-14%,-22%,-3%,u,10%,12%,4%,-8%

# Shown as a hit in SW480 rerep, among the entries above:
canonical_smiles,GLP-1R inv ag,SW480 rerep,GLP-1R agonist
C=C1C(=O)C23CCC4C(C)(C(=O)OC)CCCC4(C)C2CCC1(O)C3 (stereo not drawn),u,1.2µM*,-24%
O=C(NC(NC(=S)Nc1ccc(Cl)cc1Cl)C(Cl)(Cl)Cl)c1cccc([N+](=O)[O-])c1 (stereo not drawn),0%,21µM*,1%

# More records follow.
SMILES,GLP1R cytotox,HT1080-NT tox,HT1080 IDH1KD tx,KB-3-1 cytotox,GLP-1R inv ag,SW480 rerep,GLP-1R agonist,KB-V1 cytotox,TDP-43 yeast inh
O=C(c1cc([N+](=O)[O-])ccc1N1CCN(S(=O)(=O)c2ccc(Cl)c(Cl)c2)CC1)N1CCOCC1,1%,1%,-3%,-11%,-2%,10%,-6%,0%,5%
O=C1N[C@@H](Cc2c[nH]c3ccccc23)COC(=O)[C@H](Cc2ccc(F)cc2)C/C=C\C[C@H]1CC(=O)N(CCO)Cc1ccccc1,u,u,u,u,u,20%,-3%,5%,-15%
Cc1cccc(C(=O)NC(C(=O)Nc2ccc(S(=O)(=O)Nc3nccs3)cc2)C(C)C)c1 (stereo not drawn),-20%,4%,4%,-1%,-3%,-4%,-40%[inhibitor],-11%,6%
Cc1ccc(N(C(=O)CCC(=O)Nc2cc(C)on2)C(C(=O)NC2CCCC2)c2ccccc2)cc1 (stereo not drawn),-25%,-10%,-12%,u,u,-10%,-5%,-1%,5%
CCOC(=O)C1CCN(c2ncnc3c2oc2ccccc23)CC1,4%,u,-5%,-2%,28%,3%,19%,u,11%
CCOC(=O)c1cc2cc3ccccc3cc2oc1=O,7%,5%,3%,4%,2%,1%,12%,-2%,6%
CC1CCCC(NC(=O)COC(=O)[C@@H](NC(=O)c2ccccc2Cl)C(C)C)C1C (stereo partly drawn),7%,1%,-2%,7%,-1%,1%,2%,-23%,9%
COc1ccc(CCCNC(=O)C2(C)Cc3c(-c4ccc(C(N)=O)cc4)ccnc3O2)cc1 (stereo not drawn),-19%,4%,6%,0%,u,x,7%,5%,0%
COc1ccccc1-c1nnc(SC2CCc3ccccc3NC2=O)s1 (stereo not drawn),-1%,3%,-14%,-15%,0%,5%,0%,5.8µM*,-20%
Cn1nnc2cc(C(=O)N3CCCCCC3)ccc21,-19%,1%,0%,-3%,1%,-7%,-9%,u,16%
O=C(Nc1ccccc1)Nc1nnc(-c2ccccc2)s1,-1%,-2%,-2%,-5%,18%,10%,-3%,13%,-3%
COc1ccc(S(=O)(=O)N(c2onc(C)c2Cl)S(=O)(=O)c2ccc(OC)c(OC)c2)cc1OC,3%,6%,1%,0%,7%,-5%,1%,-22%,29%
CN(C1CCCCC1)C(CNS(=O)(=O)c1ccc(Cl)cc1)c1ccccc1 (stereo not drawn),9%,7%,8%,-12%,-7%,-5%,-4%,u,1%
Cc1ccc(S(=O)(=O)N2CC(=O)Nc3ccccc32)c(C)c1NS(C)(=O)=O,-2%,12%,-1%,0%,6%,-2%,5%,u,-13%
CC(=O)c1ccc(NC(=O)Cc2cccs2)cc1,-6%,-4%,-6%,-13%,-14%,2%,1%,5%,8%
Cc1ccc(N(CC(=O)NC2CC2)S(=O)(=O)c2ccccc2)c(C)c1,-16%,-3%,-1%,18%,-20%,4%,-2%,-1%,-4%
COc1ccc2oc(C(=O)OC(C)C(=O)N(C)c3ccccc3)c(C)c2c1 (stereo not drawn),-2%,-2%,4%,-12%,u,-2%,-2%,u,u
CCOc1ccc(NC(=O)c2c(NC(=O)CN3CCCC3)sc3c2CCC3)cc1,9%,1%,3%,x,5%,2%,-11%,x,-1%
CC1CN(C(=O)CCc2cc(C(C)(C)C)c(O)c(C(C)(C)C)c2)CC(C)O1 (stereo not drawn),5%,20%,1%,13%,u,3%,4%,10%,1%
Cc1onc(C(=O)N2C(C)CCCC2C)c1[N+](=O)[O-] (stereo not drawn),-1%,9%,7%,15%,3%,-5%,0%,u,26%
CCCCN(Cc1ccc(C(=O)N[C@H](C(=O)O)C(C)C)cc1)C(=O)C(c1ccccc1)c1ccccc1,7%,-4%,-6%,-9%,u,-9%[9.22 µM],1%,7%,-13%
COc1ccc(NC(=O)c2cc(C)on2)cc1OC,3%,8%,-4%,-1%,0%,-12%,-6%,24%,-12%
CC(C)N1CCC(N2CCN(C3CCCC3)CC2CCO)CC1 (stereo not drawn),-29%,-4%,0%,2%,-14%,-2%,0%,4%,-12%
O=C(COC(=O)c1cccs1)NCCC1=CCCCC1,3%,5%,6%,-12%,18%,-4%,8%,0%,u
COc1cccc(CNCCCSc2nnnn2C)c1OC,-3%,x,x,-3%,-22%,x,x,-6%,0%[9.22 µM]
CN(C)N=C1c2cc(S(=O)(=O)N(C)C)ccc2-c2ccc(S(=O)(=O)N(C)C)cc21,1%,-18%,-25%,-18%,199%[activator],-26%,24%,-12%,5%
COc1nn(-c2ccccc2)c(=O)c(Cl)c1Cl,u,12µM*,13µM*,u,u,2.9µM*,-5%,-17%,23%

# Shown tab-delimited: entries from further up.
molecule	GLP1R cytotox	HT1080-NT tox	HT1080 IDH1KD tx	KB-3-1 cytotox	GLP-1R inv ag	SW480 rerep	GLP-1R agonist	KB-V1 cytotox	TDP-43 yeast inh
COc1ccc2oc(C(=O)OC(C)C(=O)N(C)c3ccccc3)c(C)c2c1 (stereo not drawn)	-2%	-2%	4%	-12%	u	-2%	-2%	u	u
CCOc1ccc(NC(=O)c2c(NC(=O)CN3CCCC3)sc3c2CCC3)cc1	9%	1%	3%	x	5%	2%	-11%	x	-1%
CC1CN(C(=O)CCc2cc(C(C)(C)C)c(O)c(C(C)(C)C)c2)CC(C)O1 (stereo not drawn)	5%	20%	1%	13%	u	3%	4%	10%	1%
